GPT2 inh – inhibitors of human GPT2 alanine aminotransferase. 100,000 compounds, 0.25% hits. Recombinant GPT2, coupled pyruvate oxidase/HRP Amplex Red fluorescence. Q8TD30. Potency, µM (top dose mostly 57.7 µM), inactives show at the highest dose activity change, negative = inhibition, actives largely listed as inhibitors; note: potency is the fitted concentration of half-maximal effect; nearly all actives have a fitted effect of over 60% in size; many of its hits are not listed in these tables
Target sequence (Q8TD30 whole entry, looked up): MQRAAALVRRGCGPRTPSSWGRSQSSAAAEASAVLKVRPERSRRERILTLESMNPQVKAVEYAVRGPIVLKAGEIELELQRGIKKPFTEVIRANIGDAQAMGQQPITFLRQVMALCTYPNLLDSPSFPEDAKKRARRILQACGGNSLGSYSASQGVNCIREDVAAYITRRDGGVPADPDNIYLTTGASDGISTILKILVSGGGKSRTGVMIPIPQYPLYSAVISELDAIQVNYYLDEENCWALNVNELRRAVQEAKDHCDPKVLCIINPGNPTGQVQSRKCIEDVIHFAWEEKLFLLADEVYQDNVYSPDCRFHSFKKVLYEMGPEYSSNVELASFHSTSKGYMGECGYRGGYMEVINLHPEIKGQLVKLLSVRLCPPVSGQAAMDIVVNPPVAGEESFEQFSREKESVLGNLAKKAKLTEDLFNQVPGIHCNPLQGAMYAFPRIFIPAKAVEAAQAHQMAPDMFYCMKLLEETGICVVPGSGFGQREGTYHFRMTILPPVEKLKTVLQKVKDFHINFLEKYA
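Fluorescence of coupled pyruvate oxidase/HRP/Amplex Red system (50uM Amplex, 30 min, dark) reports pyruvate formed by GPT2. Enzyme reaction: 10ng/uL GPT2, 2mM L-alanine, 250uM a-KG, 30 min room temperature, pH 7.5; 50uM AOA control.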
IP6K1 inhibitor – IP6K1 kinase inhibition; activity change, % (series mostly up to about 58 µM); Q92551; 140,000 compounds, 0.81% hits; IP6K1 kinase, ADP-Glo luminescence, 2 h; hits give low values; AID 1645851; in the data active = activity change below about -25%
Target sequence (Q92551 whole entry, looked up): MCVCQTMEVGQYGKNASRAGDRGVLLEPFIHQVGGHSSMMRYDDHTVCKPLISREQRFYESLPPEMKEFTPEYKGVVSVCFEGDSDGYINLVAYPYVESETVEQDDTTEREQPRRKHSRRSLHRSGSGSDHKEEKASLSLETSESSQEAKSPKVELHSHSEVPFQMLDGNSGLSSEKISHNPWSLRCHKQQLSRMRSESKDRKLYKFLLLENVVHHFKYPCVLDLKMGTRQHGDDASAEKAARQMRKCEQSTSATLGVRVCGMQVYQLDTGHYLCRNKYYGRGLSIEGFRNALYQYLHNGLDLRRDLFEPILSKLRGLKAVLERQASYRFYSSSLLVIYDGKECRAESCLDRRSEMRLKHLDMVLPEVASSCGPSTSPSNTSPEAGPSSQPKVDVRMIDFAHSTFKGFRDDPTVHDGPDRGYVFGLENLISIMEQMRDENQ
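ADP-Glo luminescence measures ADP made by human IP6K1 during a 2 h RT reaction with ATP/IP6 (mix at 1.3 mM/130 uM); top library doses 57.5 and 19.1 uM final.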
SNCA expr inh – SNCA gene expression inhibition; HEK-293 SNCA-luciferase knock-in, luminescence, 24 h; AID 1671194; Potency, µM (series often up to 57.2 µM), for inactives: at the top dose activity change, negative = inhibition, hits mostly inhibitors; 140,000 compounds, 0.17% hits;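 note: potency is the fitted concentration of half-maximal effect; plate controls were DMSO cells for no effect and cell-free wells for full effect; nearly all actives have a fitted effect of over 45% in size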
HEK293 viab – reduces viability of HEK-293 SNCA reporter cells. HEK-293-SNCA-luc viability, GF-AFC fluorescence, 24 h. Potency, µM (highest dose often 57.1 µM), for inactives: at the top dose activity change, negative = cytotoxicity, most hits filed as cytotoxic. 150,000 compounds, 0.12% hits;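 note: potency is the fitted concentration of half-maximal effect; 0% = DMSO-treated cells and -100% = medium-only wells without cells; nearly all actives have a fitted effect of over 30% in size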
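HEK-293-SNCA-luc cells (1500/well) plated 24 h, then exposed 24 h to a dilution series; GF-AFC added 30 min at 37C, fluorescence 405/540 nm; normalised to medium-only and DMSO wells, Hill fit.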
HEK293 tox – kills HEK 293 cells. HEK 293 viability, ATP luminescence (CellTiter-Glo), 48-72 h. Potency, µM (titrated, usually from 115 µM), for the others: at the top dose activity change, negative = cytotoxicity, actives largely listed as inhibitors. 94,000 compounds, 6.6% hits. AID 1345083; note: potency is the fitted concentration of half-maximal effect; nearly all actives have a fitted effect of over 60% in size
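Pintool-delivered compounds were incubated with HEK 293 cells (250 cells/well) at 37 degree Celsius for 48 or 72 hr. ATP-dependent luminescence (CellTiter-Glo) then reported remaining viable cells.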
NIH3T3 tox – NIH 3T3 cell cytotoxicity; 94,000 compounds, 4.3% hits; Potency, µM (top dose mostly 96.7 µM), inactives show at the highest dose activity change, negative = cytotoxicity, actives largely listed as inhibitors; AID 1345082; NIH 3T3 viability, CellTiter-Glo ATP luminescence, 48-72 h; note: potency is the fitted concentration of half-maximal effect; nearly all actives have a fitted effect of over 55% in size
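Cells were seeded at 400 per well, treated with pin-transferred compound, and kept 48 or 72 hr at 37 °C before CellTiter-Glo addition and luminescence imaging of cellular ATP.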
FLuc inh – Photinus pyralis luciferase inhibition; purified P. pyralis luciferase, luminescence, biochemical; P08659; 76,000 compounds, 2.5% hits; Potency, µM (doses to about 115 µM), inactives show at the top dose activity change, negative = inhibition, usual class: inhibitors; note: potency is the fitted concentration of half-maximal effect; nearly all actives have a fitted effect of over 65% in size
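Inhibitors were tested against purified firefly luciferase in a biochemical, low-substrate format (both substrates at 10uM) and luminescence measured with a CCD imager.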
* hit, by the source's call; i = inactive; ? = inconclusive; nt = not tested or not shown; & = joins results of further samples; [ ] = remark or other dose. Unless noted, calls come from the whole dose curve; as a rule, active = well fitted curve in the direction sought with a large enough effect; inconclusive = small, poorly fitted or top-dose-only effect, or another doubt; inactive = no such curve, though single readings can be large; an effect the other way counts as inactive or inconclusive. Unless noted, % is set by controls: 0 for no effect and ±100 for the full control effect.

The first three records, to show the layout:
SMILES | GPT2 inh | IP6K1 inhibitor | SNCA expr inh | HEK293 viab | HEK293 tox | NIH3T3 tox | FLuc inh
CCc1nc2c(c(-c3ccc(Cl)cc3)n1)CCN(C(=O)c1ccc(OC)cc1)CC2 | 4% | -2 | -4% | -10% | -32% | -28% | 5%
CCCCn1c(NCc2ccc(OC)cc2O)nc2ccccc21 | nt | 0 | 39%[activator] | -4% | nt | nt | nt
COc1c(C)cccc1C(=O)N1CCC2(CC1)CNC(C(=O)O)C2 (configuration not stated) | 1% | 6 | 15% | 6% | -11% | -5% | 5%

Results, from the start:
SMILES | GPT2 inh | IP6K1 inhibitor | SNCA expr inh | HEK293 viab | HEK293 tox | NIH3T3 tox | FLuc inh
CCc1nc2c(c(-c3ccc(Cl)cc3)n1)CCN(C(=O)c1ccc(OC)cc1)CC2 | 4% | -2 | -4% | -10% | -32% | -28% | 5%
CCCCn1c(NCc2ccc(OC)cc2O)nc2ccccc21 | nt | 0 | 39%[activator] | -4% | nt | nt | nt
COc1c(C)cccc1C(=O)N1CCC2(CC1)CNC(C(=O)O)C2 (configuration not stated) | 1% | 6 | 15% | 6% | -11% | -5% | 5%
CCOc1cc(C(=O)Nc2nnc3n2CCS3)cc(OCC)c1OCC | nt | -6 | 7% | 0% | nt | nt | nt
O=C(c1ccco1)N1CCCn2cc(-c3ccccc3F)nc21 | -3% | 4 | 6% | 2% | -16% | -13% | -11%
CC1=C(c2ccc(C)cc2)S(=O)(=O)N=C1N1CCN(c2ccccc2)CC1 | nt | -1 | -14% | 5% | nt | nt | nt
O=C(c1csc2nc(-c3ccc(F)cc3)cn12)N1C[C@H]2CC[C@@H](C1)N2 | 2% | -9 | 10% | -9% | ? | ? | ?
Cc1nn2c(c1-c1ccccc1[S+](C)(=O)[O-])N(Cc1ccccc1F)CCC2 | i | 25 | ? | -9%[87.6 µM] | ? | 32µM* | 2%[172 µM]
CC1=C(C(=O)N2CCC(CCC(=O)Nc3ccc4c(c3)OCCO4)CC2)OCCO1 | i | 26 | 10% | -11% | -11% | i | -28%
CCc1nn(CC(=O)NCc2ccccc2)c(=O)c2cccn12 | nt | -12 | -7% | 6% | nt | nt | nt
Cc1ccc2nc(Cl)c3cc(C(=O)N4CCCC(C)C4)sc3c2c1 (configuration not stated) | nt | -7 | ? | 6% | nt | nt | nt
Cn1ncc2c(C(=O)NCc3ccc(F)cc3F)cc(-c3cccc(C(F)(F)F)c3)nc21 | nt | 15 | nt | nt | ? | -27% | nt
COc1ccc(-c2noc(CC3CCN(C(=O)c4ccc(C)nc4)CC3)n2)cc1 | 4% | 0 | ? | 11% | ? | ? | -4%
C1=Cc2ccccc2C(=C2CCN(CCCCc3nn[nH]n3)CC2)c2ccccc21 | i | -14 | nt | 39% | nt | nt | nt
CCCc1noc(-c2cccn3c(CNC(=O)c4ccc(C)cc4)nnc23)n1 | -17% | -1 | ? | -8% | -2% | -17% | -9%
CCc1ccc(OCC(=O)Nc2cc(-c3nc4cc(C)ccc4o3)ccc2C)cc1 | nt | 8 | 62%[activator] | 1% | nt | nt | nt
CN1C(=O)C(CC(=O)NCc2ccccc2F)Sc2ncccc21 (configuration not stated) | i | -1 | 1% | 0% | 26% | -5% | -7%
Cc1c(C(=O)N(Cc2cccc(Cl)c2)Cc2ccco2)oc2ccccc12 | nt | -10 | 1% | -1% | nt | nt | nt
CC(C)(C)CC(=O)N1CCN2C(=O)N(CC(N)=O)C(=O)[C@@H]2C1 | i | -3 | -4%[87.6 µM] | 2%[87.6 µM] | -3%[172 µM] | -29%[174 µM] | 13%[172 µM]
O=C(COc1ccccc1F)Nc1nnc(S(=O)(=O)N2CCCCCC2)s1 | nt | 2 | -4% | 17% | nt | nt | nt
COc1ccc(CC(=O)N2CCC[C@H]2c2nc(-c3ccccc3)no2)cc1 | i | 13 | -23% | -28% | ? | -22% | 6%
Cc1ccc(CCNC(=O)C(NS(=O)(=O)c2ccc3c(c2)oc(=O)n3C)C(C)C)cc1 (configuration not stated) | nt | -7 | 37%[activator] | -9% | nt | nt | nt
CN(C)CC(=O)Nc1ccc2n(c1=O)C[C@H]1C[C@@H]2CN(C(=O)c2ccc(-c3ccccc3)cc2)C1 | i | -5 | 0% | 7% | -27% | -3% | 13%
O=C(Nc1nnc(-c2ccco2)o1)c1cc(-c2ccccc2)nc2ccccc12 | -15% | nt | 5% | -10% | nt | nt | nt
CCCCN(CC)CCNC(=O)c1nn(-c2ccc(OC)cc2)c(=O)c2c1c1ccccc1n2C | nt | 5 | -23% | -3% | nt | nt | nt

By substructure, the compounds so far containing a Cl atom (three)
SMILES | GPT2 inh | IP6K1 inhibitor | SNCA expr inh | HEK293 viab | HEK293 tox | NIH3T3 tox | FLuc inh
CCc1nc2c(c(-c3ccc(Cl)cc3)n1)CCN(C(=O)c1ccc(OC)cc1)CC2 | 4% | -2 | -4% | -10% | -32% | -28% | 5%
Cc1ccc2nc(Cl)c3cc(C(=O)N4CCCC(C)C4)sc3c2c1 (configuration not stated) | nt | -7 | ? | 6% | nt | nt | nt
Cc1c(C(=O)N(Cc2cccc(Cl)c2)Cc2ccco2)oc2ccccc12 | nt | -10 | 1% | -1% | nt | nt | nt

Back to the main list, repeating the two entries before the break.
SMILES | GPT2 inh | IP6K1 inhibitor | SNCA expr inh | HEK293 viab | HEK293 tox | NIH3T3 tox | FLuc inh
O=C(Nc1nnc(-c2ccco2)o1)c1cc(-c2ccccc2)nc2ccccc12 | -15% | nt | 5% | -10% | nt | nt | nt
CCCCN(CC)CCNC(=O)c1nn(-c2ccc(OC)cc2)c(=O)c2c1c1ccccc1n2C | nt | 5 | -23% | -3% | nt | nt | nt
CC1CC[C@]2(C(=O)O)CC[C@]3(C(=O)O)C(=CCC4[C@@]5(C)CC[C@H](OC6OC(C)C(O)C(OC7OC(CO)C(O)C(O)C7O)C6O)C(C)(C)C5CC[C@]43C)C2C1C (some centres not stated) | ? | 18 | nt | 6%[23.9 µM] | nt | nt | nt
COCCNc1ncccc1-c1noc([C@@H]2CCCN2C2CCC2)n1 | 2%[88.5 µM] | -12 | -23%[87.6 µM] | 0%[87.6 µM] | ? | -19%[138 µM] | -1%[172 µM]
COCc1ccc(C(=O)N2CCN(CCO)CC(O)C2)cc1 (configuration not stated) | -4% | -3 | 10% | -3% | i | 2% | 6%
CCCNC(=O)N1CCN(S(=O)(=O)c2ccc3c(ccn3C)c2)CC1 | nt | -2 | -23% | ? | nt | nt | nt
Cc1cccc(C)c1NS(=O)(=O)c1ccc(NS(=O)(=O)c2ccc3c(c2)OCCO3)cc1 | nt | 32 | -23% | -5% | nt | nt | nt
CCn1cc(C(=O)N2CCN(c3cccc(C)c3C)CC2)c2cc(OC)c(OC)cc2c1=O | nt | -12 | -18% | -15% | nt | nt | nt
Cc1ccc(OC2(C(=O)NCc3ccccc3-n3ccnc3)CCNCC2)cc1 | -2% | 5 | -14% | -7% | -3% | -7% | 6%
O=C(NC1CCN(c2cc(-c3ccccc3)[nH]n2)CC1)c1ccc2ccccc2n1 | i | 24 | -14% | -25% | 50µM* | 28µM* | -17%
COc1cccc(CN2Cc3nc(-c4cnn(C)c4)ccc3OCC2=O)c1 | 2%[88.5 µM] | 7 | 9%[87.6 µM] | -1%[87.6 µM] | -16%[172 µM] | ? | -13%[172 µM]
COc1ccccc1NC(=O)Cn1c(=O)n(Cc2nc(-c3ccccc3)no2)c(=O)c2ccccc21 | nt | 4 | 34%[activator] | 9% | nt | nt | nt
C[N+](C)([O-])CCNc1ccc(NCC[N+](C)(C)[O-])c2c1C(=O)c1c(O)ccc(O)c1C2=O | -30% | nt | -14% | -15% | nt | nt | nt
O=C1NCCCCCCN(C(=O)CCC2CCCC2)[C@H]2CCCC[C@@H]12 | 2% | -6 | -9% | 2% | ? | -15% | 1%
COc1ccc(N(CC(=O)N2CCN(c3cc(C)ccc3C)CC2)S(=O)(=O)c2c(C)noc2C)cc1 | nt | -11 | ? | 0% | nt | nt | nt
COc1ccc(Cl)cc1C(=O)NCCc1ccc(S(=O)(=O)NC(=O)NC2CCCCC2)cc1 | -1% | 2&9 | -2% | ? | nt | nt | nt
COc1ccc(C2(C(=O)N3CCC(Cc4ccccc4)CC3)CCOCC2)cc1 | -9% | -13 | -5% | 3% | ? | ? | nt
O=C(O)c1cccnc1SCc1cccc(Cl)c1 | nt | 2 | 2% | 8% | nt | nt | nt
CCOCCOC(=O)c1ccc2c(c1)N(Cc1ccccc1C#N)C(=O)c1ccccc1S2(=O)=O | nt | 0 | -14% | -2% | nt | nt | nt
COc1ncccc1-c1cnc2[nH]cc(CC(=O)NC(C)C)c2c1 | 4%[88.5 µM] | 8 | 2%[87.6 µM] | -6%[87.6 µM] | ? | ? | 3%[172 µM]
CN(C)C[C@@H]1CN(c2ncccn2)C[C@H]1NC(=O)c1cccc(F)c1 | -10% | 4 | -9% | ? | 2% | -4% | 5%
Fc1ccccc1-c1noc2c1CN(Cc1cccn1-c1nccs1)CC2 | ? | 6 | 15% | 3% | ? | -18% | -3%
O=C([C@H]1CCCN1C(=O)c1ccccc1F)N1CCCC(c2nc3ccncc3[nH]2)C1 (some centres not stated) | i | -1 | ? | -14% | 2% | i | nt
CN(Cc1cccnc1)C1CN(C(=O)C2CC2)C1 | i | 13 | 69%[activator] | 3% | 9% | i | ?
COc1ccc(/C=C/c2ccc3c(c2)C(=O)N2C[C@@H](NC(=O)c4cccn4C)C[C@H]2C(=O)N3)cc1 | -4% | 7 | ? | -1% | ? | ? | 3%
CC(C)n1cc(-c2cc(C(=O)N(C)Cc3cccnc3)c3cc(F)ccc3n2)cn1 | -9%[11.5 µM] | -7 | 3% | -11% | ? | -19% | 35µM*
CCc1ccc2c(c1)c(=O)c(C(=O)c1ccc(C)cc1)cn2CC(=O)Nc1ccc2c(c1)OCCO2 | nt | -3 | -9% | 1% | nt | nt | nt
Cc1ccc(C)c(N2CCN(c3ncnc4onc(C)c34)CC2)c1 | nt | 10 | ? | ? | nt | nt | nt
COc1ccc(C(=O)N2CCN(Cc3ccccc3-c3ccccc3F)CC2)cc1 | -17% | 11 | -3% | -12%[12.5 µM] | ? | ? | nt
